# GSTO1 counter = inhibitors of recombinant GSTO1, primary screen, counter-screen for RBBP9 inhibitor project, biochemical, fluorescence polarization. Glutathione S-transferase omega-1 (Homo sapiens), P78417. activity-based probe fluorescence polarization. inhibition, % at 5.96 µM. 300,000 compounds, 1.1% hits;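 active means inhibition above the campaign mean inhibition plus 3 SD, cut at about 35% in these data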;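 further: 0% = GSTO1-1 with DMSO and 100% = wells lacking GSTO1-1 enzyme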
# LYPLA1 counter = LYPLA1 inhibitors, primary screen, counter-screen for PME1 inhibitor project, biochemical, fluorescence polarization, FP-Rh probe ABPP; 320,000 compounds, 0.16% hits; recombinant LYPLA1; AID 2174, 2009; inhibition, % at 5.9 µM; Acyl-protein thioesterase 1 (Homo sapiens), O75608;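 active means inhibition above the mean of all tested compounds plus 3 SD, set per campaign, cut at about 14% in these data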;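 further: inhibitors block serine hydrolase probe labeling of LYPLA1 so polarization falls; 0% = enzyme with DMSO and 100% = wells lacking LYPLA1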
# Target sequence (O75608 whole entry, looked up): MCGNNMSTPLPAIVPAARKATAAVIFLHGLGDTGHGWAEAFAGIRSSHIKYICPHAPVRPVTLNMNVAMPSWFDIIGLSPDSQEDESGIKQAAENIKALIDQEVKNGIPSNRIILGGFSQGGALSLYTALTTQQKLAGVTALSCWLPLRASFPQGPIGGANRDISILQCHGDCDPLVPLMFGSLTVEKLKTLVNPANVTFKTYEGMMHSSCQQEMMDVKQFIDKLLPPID
# PAD4 inh = human PAD4 inhibitors, primary screen, biochemical, fluorescence polarization, 1536-well format. recombinant PAD4, RCA probe fluorescence polarization. inhibition, % at 6.36 µM. 330,000 compounds, 0.41% hits. AID 485272, 2010. Protein-arginine deiminase type-4 (Homo sapiens), Q9UM07;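 active means percent inhibition above a cutoff equal to the mean of all tested compounds plus 3 SD, cut at about 15% in these data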;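 further: 0% = PAD4 with RCA probe and DMSO and 100% = probe without PAD4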
# Target sequence (Q9UM07 whole entry, looked up): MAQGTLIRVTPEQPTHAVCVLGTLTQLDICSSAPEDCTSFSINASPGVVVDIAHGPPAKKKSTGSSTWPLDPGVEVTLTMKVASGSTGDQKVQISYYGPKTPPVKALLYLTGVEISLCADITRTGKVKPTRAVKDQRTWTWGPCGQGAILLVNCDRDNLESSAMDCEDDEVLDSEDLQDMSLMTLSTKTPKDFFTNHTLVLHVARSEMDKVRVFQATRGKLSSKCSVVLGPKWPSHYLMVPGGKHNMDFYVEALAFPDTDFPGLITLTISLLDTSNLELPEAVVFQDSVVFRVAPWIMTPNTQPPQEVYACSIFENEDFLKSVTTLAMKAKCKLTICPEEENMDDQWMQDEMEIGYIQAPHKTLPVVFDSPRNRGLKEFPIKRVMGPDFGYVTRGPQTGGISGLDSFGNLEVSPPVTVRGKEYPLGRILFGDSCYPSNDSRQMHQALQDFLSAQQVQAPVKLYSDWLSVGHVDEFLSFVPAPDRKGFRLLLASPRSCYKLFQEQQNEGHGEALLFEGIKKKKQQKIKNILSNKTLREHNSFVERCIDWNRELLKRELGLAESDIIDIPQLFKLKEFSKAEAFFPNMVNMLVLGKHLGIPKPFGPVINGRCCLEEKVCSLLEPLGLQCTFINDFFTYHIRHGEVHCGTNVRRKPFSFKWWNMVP
# LYPLA2 counter = LYPLA2 inhibitors, primary screen, counter-screen for PME1 inhibitor project, biochemical, fluorescence polarization, FP-Rh probe ABPP. Acyl-protein thioesterase 2 (Homo sapiens), O95372. recombinant LYPLA2. inhibition, % at 5.9 µM. 320,000 compounds, 0.38% hits;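 active means inhibition above the screen-wide mean plus 3 SD, limit set per campaign, cut at about 26% in these data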;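 further: 0% = LYPLA2 with DMSO and 100% = wells lacking LYPLA2 enzyme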
# PAFAH1B3 inh = PAFAH1B3 enzyme inhibitors, primary screen, biochemical, fluorescence polarization, human; AID 492972, 2010; 340,000 compounds, 0.28% hits; recombinant PAFAH1B3, FP-rhodamine probe; Platelet-activating factor acetylhydrolase IB subunit alpha1 (Homo sapiens), Q15102; inhibition, % at 3.39 µM;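 active means inhibition above the screen-wide average of all tested compounds plus 3 SD, cut at about 25% in these data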;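 further: 0% = enzyme with DMSO only and 100% = wells lacking PAFAH1B3 protein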
# PREPL inh = PREPL enzyme inhibitors, primary screen, biochemical, fluorescence polarization | 320,000 compounds, 0.68% hits | Prolyl endopeptidase-like (Homo sapiens), Q4J6C6 | inhibition, % at 5.96 µM | recombinant PREPL, fluorescence polarization activity-based probe; in the data active means inhibition above about 43%;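 further: 0% = enzyme with DMSO and 100% = wells lacking enzyme; many of its hits are not listed in these tables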
# PAFAH1B2 inh = PAFAH1B2 enzyme inhibitors, primary screen, biochemical, fluorescence polarization, human. recombinant PAFAH1B2, FP-rhodamine activity probe. AID 492953, 2010. Platelet-activating factor acetylhydrolase IB subunit alpha2 (Homo sapiens), P68402. 340,000 compounds, 1.2% hits. inhibition, % at 3.39 µM;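 active means inhibition above the mean of all tested compounds plus 3 SD, cut at about 24% in these data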;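 further: 0% = enzyme with DMSO and 100% = wells lacking PAFAH1B2; many of its hits are not listed in these tables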
# pPAFAH FP inh = pPAFAH enzyme inhibitors, primary screen, biochemical, fluorescence polarization, human; Platelet-activating factor acetylhydrolase (Homo sapiens), Q13093; recombinant pPAFAH, FP-rhodamine probe fluorescence polarization; inhibition, % at 3.39 µM; 330,000 compounds, 1.5% hits; AID 463082, 2010;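 active means inhibition above the mean inhibition across the screen plus 3 SD, cut at about 25% in these data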;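 further: inhibitors block binding of the rhodamine activity-based probe so polarization drops; 0% = enzyme with DMSO and 100% = wells lacking pPAFAH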
# PAFAH2 inh = PAFAH2 enzyme inhibitors, primary screen, biochemical, fluorescence polarization, human | AID 492956, 2010 | Platelet-activating factor acetylhydrolase 2, cytoplasmic (Homo sapiens), Q99487 | 340,000 compounds, 0.99% hits | inhibition, % at 3.39 µM | recombinant PAFAH2, FP-rhodamine activity probe;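 active means inhibition above the mean over all tested compounds plus 3 SD, cut at about 30% in these data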;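 further: inhibitors block probe labeling of enzyme so polarization drops; 0% = enzyme with DMSO and 100% = wells lacking PAFAH2 protein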
# An asterisk follows results filed as active; / = not tested or not shown. The list is partial; rates above refer to the full screens.
SMILES,GSTO1 counter,LYPLA1 counter,PAD4 inh,LYPLA2 counter,PAFAH1B3 inh,PREPL inh,PAFAH1B2 inh,pPAFAH FP inh,PAFAH2 inh
CCNc1sc(C(=O)OCC)c(N)c1C#N,-5,3,-6,5,3,3,-2,4,2
CCCOc1ccc(OCCSc2nnc(N)s2)cc1,1,0,8,1,5,-3,-2,-2,-1
COCCN1C(=O)C(=O)/C(=C(/O)c2cccc(S(=O)(=O)N(C)C)c2)C12C(=O)N(C)c1ccccc12 (configuration not stated),0,-4,1,-6,2,11,4,-2,9
O=C(CCSc1nc(-c2ccco2)cc(C(F)(F)F)n1)N1CCCc2ccccc21,2,-6,0,2,0,5,2,-1,8
Cc1cc(C)c(C(=O)C(C)OC(=O)c2ccccn2)cc1C (configuration not stated),-1,-1,-1,-3,3,1,0,4,-6
Cc1ccc(NC(=O)CCSc2nc(C)cc(C)n2)cc1,3,4,-3,-1,-1,13,5,3,-2
COc1ccc(S(=O)(=O)N(C)c2c(C)n(C)n(-c3ccccc3)c2=O)cc1OC,-1,3,-3,-1,4,2,0,2,1
Cc1ccc(/C=C/C(=O)Nc2sc(C)c(C)c2C(=O)OC(C)C)o1,1,-5,-3,-4,4,-4,3,0,-7
Nc1nonc1-n1nnc(C(=O)N/N=C/c2c[nH]c3ccccc23)c1-c1ccccc1,2,-7,-2,5,3,32,3,7,1
O=C(CCNC(=O)c1ccc(Br)cc1)NC1CCCc2ccccc21 (configuration not stated),-8,4,2,6,-2,7,2,3,-2
CCCOC(=O)c1c(NC(=O)CCC(=O)O)sc2c1CCCCC2,16,-1,0,0,-1,17,-2,21,-5
O=C(C(=O)N1CCOCC1)c1c[nH]c2ccccc12,-3,0,-4,3,0,-1,-2,3,-2
Cn1cnnc1SC/C(O)=C(\C#N)c1nc2ccccc2[nH]1,3,1,0,2,7,7,1,12,10
COc1cccc(NS(=O)(=O)NC(=O)c2c(C)[nH]c3ccccc23)c1,4,2,0,6,-4,8,5,6,11
Cc1ccc2nc(NC(=O)CCCC(=O)O)sc2c1,5,0,-1,-1,4,2,4,2,-2
CCCCOc1ccccc1C1NC(=O)CCC1[N+](=O)[O-] (configuration not stated),-3,2,-4,-1,12,9,2,1,3
Cc1cc2nc(C)n3c4ccccc4nc3n2n1,3,2,-4,0,4,9,6,-3,7
CN1CCN(C(=O)C2=C[C@@H](c3ccc4c(c3)OCO4)C[C@@H](OCc3ccc(CO)cc3)O2)CC1,9,-1,6,-2,10,45*,7,-6,-1
O=C(CN1C(=O)S/C(=C\C=C\c2ccccc2)C1=O)Nc1cccc(O)c1,-3,-35,-6,-11,-11,4,-5,-7,-33
O=C(c1cc(-c2cccs2)on1)N1CCN(c2ccccc2)CC1,6,2,-2,22,-3,4,-1,0,-2
O=C(COC(=O)c1cccc(S(=O)(=O)N2CCc3ccccc32)c1)NC1CCS(=O)(=O)C1 (configuration not stated),2,-1,-3,-1,5,-4,17,10,4
COC(=O)c1sc2ncccc2c1OCc1cccc(Cl)c1,9,-2,-2,-4,5,-17,10,7,-3
Cc1ccc(N2CC(C(=O)NCCS(=O)(=O)N3CCN(c4ccc(F)cc4)CC3)CC2=O)cc1 (configuration not stated),1,-1,2,1,5,11,3,5,8
Cc1ccc(CNC(=O)c2ccccc2-n2cnnn2)cc1,1,-1,3,-1,0,-2,4,-3,6
COc1ccc(-c2noc(CCC(=O)Nc3cccc(C)c3)n2)cc1,-3,-3,5,0,2,-7,-1,2,-5
CCOc1[nH]n(-c2ccccc2)c(=O)c1C=Nc1ccc(F)cc1F,8,3,-10,8,-9,-7,-6,2,0
O=C(CCn1nnc2ccccc2c1=O)N[C@H](C(=O)O)c1ccccc1,-3,-2,-2,3,4,7,3,0,3
CC[n+]1c(/C=C/C=C/N(C(C)=O)c2ccccc2)sc2cc(OC)ccc21,-285,-154,-96,-300,/,-164,/,-13,/
COc1cccc(-c2cc(C(=O)NCC3CCCO3)on2)c1 (configuration not stated),0,1,0,-1,12,13,-2,-4,4
Cn1c(=O)[nH]c(=O)c2c1nc(CN1CCN(c3cccc(Cl)c3)CC1)n2CCc1ccccc1,-7,1,0,1,-5,18,4,1,3
O=C(c1ccc(OC(F)(F)F)cc1)c1ncc[nH]1,1,6,-6,2,1,-1,1,1,-1
CC(C)c1c(C#N)c(N)nc(SCC(=O)c2cc3ccccc3oc2=O)c1C#N,5,1,-4,2,3,13,-4,5,-1
CCC(C)(C(=O)NC1CCCCC1)N(Cc1ccco1)C(=O)c1ccccn1 (configuration not stated),4,3,0,4,10,8,8,2,-4
CNC(=O)C1(C)C=CCN1C(=O)c1ccccc1 (configuration not stated),13,-1,3,-3,5,16,-2,2,3
CN(C)C(CNC(=O)c1cc(S(=O)(=O)N(C)c2ccc(F)cc2)ccc1Cl)c1ccco1 (configuration not stated),-13,2,-3,-1,7,4,8,5,-4
Cc1ccc(-n2c(C)nn(CC#N)c2=O)cc1,8,2,-3,-1,13,6,-4,0,-1
NC(N)=NCCCC(NC(=O)c1ccccc1)C(=O)Nc1ccc([N+](=O)[O-])cc1 (configuration not stated),-9,-2,-2,1,11,9,2,3,1
CC(OC(=O)c1ccc(S(=O)(=O)N2CCCCC2)cc1)C(=O)NC1CCCCC1C (configuration not stated),0,2,3,2,7,11,-2,-1,-7
Clc1ccccc1-c1nn2c(-c3ccncc3)nnc2s1,-1,1,5,5,3,-3,3,6,1
CCN1C(=O)/C(=C\N2CCOCC2)SC1=S,-2,-6,1,-7,3,-10,4,-1,-6
O=C(O)Cn1c2c(c3ccccc31)CCCC2,8,0,-2,-1,9,23,4,12,14
Cc1cc(C)cc(NC(=O)COc2coc(CN3CCc4ccccc4C3)cc2=O)c1,4,-4,3,1,1,-3,2,3,-4
Cc1ccc(S(=O)(=O)N2CCCC2C(=O)N(C)Cc2cccs2)cc1 (configuration not stated),2,3,0,2,1,4,-1,0,-4
Cc1ccc(S(=O)OCC(=O)Nc2cc(Cl)ccc2N2CCOCC2)cc1 (configuration not stated),0,-1,-1,4,5,-2,-1,3,3
C/C(N)=C(/C#N)C(=O)COC(=O)c1ccc(OCC2CCCO2)cc1 (configuration not stated),-6,2,-3,4,9,23,6,2,3
Cc1cccc(OCC(=O)Nc2cc(S(=O)(=O)N3CCOCC3)ccc2N2CCCC2)c1C,2,-5,1,-4,5,39,6,3,0
NC(=O)c1cc([N+](=O)[O-])ccc1NCc1ccc(C(=O)O)cc1,-1,5,2,23,7,-2,2,0,-1
COc1c(O)ccc2c1CN1CCc3cc4c(cc3C1C2)OCO4 (configuration not stated),35,3,-11,7,5,16,4,8,6
NS(=O)(=O)c1ccc(CCNS(=O)(=O)c2ccc(Cl)cc2)cc1,1,4,-1,-2,12,1,11,7,7
CC(OC(=O)c1nsc(Cl)c1Cl)C(=O)NC(C)(C)C (configuration not stated),-6,0,-2,1,1,0,3,3,4
COc1ccccc1-c1oc2ccccc2c1-c1ccc2cc[nH]c2c1,/,-1,1,4,2,12,1,5,0
COc1ccc(C)cc1S(=O)(=O)N1CCCC(C(=O)N2CCOCC2)C1 (configuration not stated),1,-2,-1,-1,4,1,5,-1,0
CCn1c(-c2cc(-c3cc(OC)ccc3OC)nc3ccccc23)n[nH]c1=S,-3,1,-1,-2,3,3,4,4,-8
NC(=O)C1(c2ccccc2)OC1c1ccccc1 (configuration not stated),4,-3,5,6,11,-18,2,0,-2
Cc1cc(NC(=O)Cn2nnc(-c3ccccc3NC(=O)c3ccccc3F)n2)no1,-3,-6,-1,-3,0,4,9,4,-3
Cc1nn2c(N)c(-c3ccccc3)cnc2c1-c1ccccc1,-3,1,-1,-3,5,1,4,3,0
CC(C)(C)NC(=O)CN(C(=O)c1csnn1)c1cccc2c1CCCC2,2,-3,-7,-1,4,3,5,-3,-6
Cc1c(N=c2scc(-c3ccccc3)n2C)c(=O)n(-c2ccccc2)n1C,0,-5,-3,3,16,-4,9,2,2
CC1CCCCC1NC(=O)c1ccncc1 (configuration not stated),2,-3,1,-2,1,-2,4,2,-3
O=C(Sc1ccc(Cl)cc1)c1cccc(Cn2cc(C(F)(F)F)ccc2=O)c1,-2,0,3,5,-1,-6,0,-4,6
# The list goes on:
SMILES,GSTO1 counter,LYPLA1 counter,PAD4 inh,LYPLA2 counter,PAFAH1B3 inh,PREPL inh,PAFAH1B2 inh,pPAFAH FP inh,PAFAH2 inh
CC1=C(C(=O)Nc2ccc(C(=O)NCCCN3CCCCC3)cc2)SCCO1,-7,-1,0,-4,6,-4,4,1,-2
O=C(CN1CCN(c2ccccn2)CC1)Nc1ccc(F)cc1F,8,1,-1,-2,8,16,1,1,0
COc1ccc(NS(=O)(=O)c2ccc(C)c(C(=O)NCC(c3ccco3)N(C)C)c2)cc1 (configuration not stated),3,0,-3,3,7,3,-2,5,6
Cc1ccc(NC(=O)COC(=O)c2ccc(S(=O)(=O)NCc3ccco3)cc2)cc1,/,-4,-1,-9,-8,0,0,12,10
CCOc1cccc(OCCOc2ccccc2[N+](=O)[O-])c1,3,0,-4,3,0,-7,6,-4,-6
CC(=O)N(c1ccc(Cl)cc1)c1cn(C(C)=O)c2ccccc12,-2,-4,0,-3,4,0,-1,6,4
COc1cccc(S(=O)(=O)NCc2ccc(C(=O)NCC3CCCO3)cc2)c1 (configuration not stated),-2,-1,-4,-2,14,5,-2,-2,-6
O=C1/C(=C/c2ccc(O)c(O)c2)Oc2cc(O)ccc21,-121,-47,2,-94,-45,3,-24,-16,-70
C=CC(C)(C)c1c(O)c(CC=C(C)C)c(O)c2c(=O)c3ccc(O)c(O)c3oc12,-5,-22,0,-33,16,11,3,45*,-27
CC(C)C(=O)OCC(=O)NCc1ccccc1Cl,6,0,4,4,5,3,4,-1,10
Cc1ccc(S(=O)(=O)NCCNC(=O)c2cc(OCC(F)(F)F)ccc2OCC(F)(F)F)cc1,0,3,-2,0,-4,-2,0,4,-1
C=CCn1nnnc1SCC(=O)Nc1ccc(C(=O)OC)cc1,-3,1,-6,0,-9,10,3,-3,-4
C[C@@H]1CN([C@@H](C)CO)C(=O)Cc2cc(NC(=O)Nc3ccc(C(F)(F)F)cc3)ccc2O[C@@H]1CN(C)S(=O)(=O)c1ccc(Cl)cc1,/,/,-1,/,-78,18,-52,-30,-84
Cc1ccc(C(=O)NNC(=O)C(C)Sc2nc(N)cc(N)n2)cc1 (configuration not stated),-2,0,0,-4,9,-11,1,2,1
CC1=NN(C(N)=S)C(=O)C1N=Nc1ccccc1C(=O)O (configuration not stated),4,-2,-2,-5,14,-5,8,4,2

# Bioassay records deposited in PubChem by The Scripps Research Institute Molecular Screening Center.
